# aSyn yeast inh – alpha-synuclein toxicity inhibition in yeast; AID 652106; Yeast expressing alpha-synuclein, growth rescue, BacTiter-Glo, 24 h; Potency, µM (highest dose often 46.1 µM), inactives show at the top dose growth rescue (activation), hits mostly activators; 0.14% of 370,000 active; also: potency is read from the fitted curve at half-maximal effect; % of control where 0% means no effect; nearly all actives have a fitted effect of over 65% in size
#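 Galactose-induced alpha-syn yeast (OD600=0.02, raffinose-pregrown) + pinned cpd, 24 hr, 30 deg C; growth by BacTiter-Glo luminescence. Growth restoration scores as activation.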
# GLP-1R agonist – activates the human GLP-1 receptor. Potency, µM (highest dose often 45.6 µM), inactives show at the highest dose activation, hits mostly activators. AID 624172. 0.007% of 380,000 active. P43220. HEK293 GLP-1R CRE-luciferase, luminescence, 4-6 h; cells express a hypersensitive GLP-1R form; also: potency is read from the fitted curve at half-maximal effect; % of control where 0% means no effect
# Target sequence (P43220 whole entry, looked up): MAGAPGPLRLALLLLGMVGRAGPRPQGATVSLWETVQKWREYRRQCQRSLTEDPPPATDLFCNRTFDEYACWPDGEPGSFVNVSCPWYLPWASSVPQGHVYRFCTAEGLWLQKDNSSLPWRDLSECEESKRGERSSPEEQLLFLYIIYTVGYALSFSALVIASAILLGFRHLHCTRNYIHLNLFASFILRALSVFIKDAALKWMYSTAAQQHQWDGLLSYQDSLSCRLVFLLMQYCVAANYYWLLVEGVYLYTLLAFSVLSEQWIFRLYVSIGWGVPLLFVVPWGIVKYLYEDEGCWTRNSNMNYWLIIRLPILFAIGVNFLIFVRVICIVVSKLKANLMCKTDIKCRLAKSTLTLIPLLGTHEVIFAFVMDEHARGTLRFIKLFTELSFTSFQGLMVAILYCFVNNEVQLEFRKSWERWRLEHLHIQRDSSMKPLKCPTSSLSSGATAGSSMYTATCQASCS
# GLP1R inv ag – GLP-1 receptor (human) inverse agonism; P43220; HEK293 GLP-1R CRE-luciferase, luminescence, 24 h; GLP-1R form is constitutively active; Potency, µM (highest dose often 38.3 µM), inactives show at the highest dose activity change, negative = inhibition, most hits filed as inhibitors; 1.6% of 410,000 active; also: potency is read from the fitted curve at half-maximal effect; % is scaled to controls: 0 for no effect and ±100 for the full control effect; nearly all actives have a fitted effect of over 55% in size
#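 HEK293 cells stably co-expressing a cAMP-responsive luciferase reporter and constitutively active GLP-1R were seeded, incubated 12 h, then exposed to compounds for 24 h at 37 C. Luminescence was read 12 min after detection reagent; inverse agonists lower signal.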
# TDP43 rescue – TDP-43 toxicity inhibition in yeast. TDP-43 expressing yeast growth rescue, BacTiter-Glo, 24 h. Potency, µM (doses to about 46.1 µM), for the others: at the top dose growth rescue (activation), hits mostly activators. 1.8% of 410,000 active; also: potency is read from the fitted curve at half-maximal effect; % of control where 0% means no effect; nearly all actives have a fitted effect of over 50% in size
#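 Cell-based yeast growth screen: TDP-43 expression induced in galactose, inoculum OD600=0.02 after raffinose pregrowth to mid-log. Read-out BacTiter-Glo luminescence at 24 hr, 30 deg C; inhibition of toxicity seen as signal increase.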
# GLP1R cytotox – cytotoxicity in counter-screen for GLP-1R inverse agonists | AID 624418 | Potency, µM (highest dose often 38.3 µM), for the others: at the highest dose activity change, negative = inhibition, hits mostly inhibitors | HEK293 cAMP-luciferase reporter cells, luminescence, 24 h | 0.13% of 410,000 active;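 also: loss of luciferase light is scored as toxicity; potency is read from the fitted curve at half-maximal effect; % is scaled to controls: 0 for no effect and ±100 for the full control effect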
#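 Here, cytotoxicity is scored as loss of luminescence. The MLSMR collection was tested on cells seeded in medium containing 10% Nu serum, with a 24 hr compound exposure preceded by 12 hours of culture.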
# PTHR1 agonist – agonists of human PTHR1 parathyroid hormone receptor; HEK293 GP2 PTHR1 cells, GloSensor cAMP luminescence, 1 h; Potency, µM (doses to about 115 µM), without a hit: at the highest dose activation, most hits filed as activators; 0.075% of 410,000 active; also: potency is read from the fitted curve at half-maximal effect; nearly all actives have a fitted effect of over 55% in size; some results filed as inactive show a strong effect at the top dose; inactives centre near -15; many of its hits are not listed in these tables
# Target sequence (Q03431 whole entry, looked up): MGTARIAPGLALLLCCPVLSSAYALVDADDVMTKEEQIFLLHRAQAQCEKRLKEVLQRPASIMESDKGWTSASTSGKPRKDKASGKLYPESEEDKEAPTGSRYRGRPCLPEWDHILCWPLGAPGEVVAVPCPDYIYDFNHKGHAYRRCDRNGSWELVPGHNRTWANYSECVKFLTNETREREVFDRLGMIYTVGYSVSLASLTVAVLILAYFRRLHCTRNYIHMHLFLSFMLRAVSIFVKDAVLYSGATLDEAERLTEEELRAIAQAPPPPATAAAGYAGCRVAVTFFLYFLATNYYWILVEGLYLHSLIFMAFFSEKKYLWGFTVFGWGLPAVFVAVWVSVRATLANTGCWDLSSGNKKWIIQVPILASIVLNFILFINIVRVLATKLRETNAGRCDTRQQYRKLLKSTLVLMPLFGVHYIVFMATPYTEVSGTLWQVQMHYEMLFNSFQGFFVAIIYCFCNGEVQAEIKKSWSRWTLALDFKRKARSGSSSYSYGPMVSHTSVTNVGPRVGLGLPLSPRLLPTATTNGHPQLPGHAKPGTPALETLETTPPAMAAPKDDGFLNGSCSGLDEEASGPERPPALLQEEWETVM
#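 HEK-293-derived GP2 cells expressing PTHR1 and a GloSensor cAMP reporter, 3,000/well, plated overnight, given luciferin plus IBMX (each 0.5 mM as added) for 1 h at 37 °C, then compound for 1 h at 37 °C. Luminescence was read after 15 min at room temperature.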
# KB-V1 MDR tox – kills drug-selected multidrug resistant KB-V1 cells. 3.4% of 400,000 active. KB-V1 MDR cells viability, CellTiter-Glo, 72 h. Potency, µM (doses to about 46.1 µM), inactives show at the highest dose activity change, negative = cytotoxicity, hits mostly cytotoxic. AID 1347076; also: potency is read from the fitted curve at half-maximal effect; % is scaled to controls: 0 for no effect and ±100 for the full control effect; nearly all actives have a fitted effect of over 60% in size
#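 Following 72 h at 37 degrees C with compound, KB-V1 cell viability was read by CellTiter-Glo luminescence, medium being phenol-red-free DMEM plus 10% FBS; concentration-response parameters came from normalized, curve-fitted qHTS data.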
# D3 antag – blocks the human D3 dopamine receptor | P35462 | 2.5% of 360,000 active | AID 652054 | D3R cells, DiscoveRx beta-arrestin luminescence, antagonist mode; active compounds read low | max response, negative = inhibition, %; in the data active = max response below about -50%; inconclusive = no clear call, values can overlap the other calls; also: % is scaled to controls: 0 for no effect and ±100 for the full control effect; mostly tested at two doses, the higher about 12 µM
#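 Cells expressing the human receptor were seeded at 1500 cells/well, incubated overnight at 37 degrees C in 5% CO2, then exposed to library compounds with dopamine controls for 90 minutes at 37 degrees C before luminescent detection.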
# DRD3 agonist – agonists of human D3 dopamine receptor. 0.58% of 410,000 active. D3R DiscoveRx beta-arrestin cells, luminescence, 90 min. AID 652048. max activation, %. P35462; in the data active = max activation above about 30%; also: 0% is about no effect; mostly tested at two doses, the higher about 12 µM
#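 Cells at 1500/well, incubated overnight, then treated with pinned compounds (dopamine as control) for 90 min at 37 degrees C. DiscoveRx reagent added for 30 - 60 minutes at room temperature; luminescence read.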
# Numbers without * were called inactive; i = inactive; ? = inconclusive; / = not tested or not shown; [ ] = another dose, or the depositor's remark. Unless noted, calls follow the shape of the dose curve; as a rule, active = well fitted curve in the direction sought with a large enough effect; inconclusive = small, poorly fitted or top-dose-only effect, or another doubt; inactive = no such curve, though single readings can be large; an effect the other way counts as inactive or inconclusive.
SMILES,aSyn yeast inh,GLP-1R agonist,GLP1R inv ag,TDP43 rescue,GLP1R cytotox,PTHR1 agonist,KB-V1 MDR tox,D3 antag,DRD3 agonist
CCN(CC)Cc1c(C(=O)N/N=C/c2ccco2)nnn1-c1nonc1N,2%,-3%,-12%,21%,?,?,9%,6,-11
Cc1ccc(S(=O)(=O)CCCS(=O)(=O)c2ccc(C)cc2)cc1,3%,-9%,0%,21%,-9%,-4%,-15%,3,1
COCC(C)NC(=O)c1oc2c(c1C)C1(CCC2)SCCS1 (stereo not drawn),-12%,12%,?,-16%,4%,-20%,-23%,5,3
COc1ccccc1NC(=O)COC(=O)c1ccc2c(=O)n3c(nc2c1)CCC3,-1%,1%,-3%,8%,1%,-1%,0%,13,0
Cc1ccc(NC(=O)/C=C/c2ccccc2)c(Br)c1,/,/,-18%,-7%,-18%,-20%,2%,/,-20
C#CCN(CC=C)C(=O)c1ccc(OC2CCN(S(=O)(=O)N(C)C)CC2)cc1,10%,-5%,1%,21%,2%,-83%[inhibitor],-23%,20,9
CS(=O)(=O)N1CCc2cc(C(=O)Nc3ccc(Cl)c(C(F)(F)F)c3)ccc21,/,/,10µM*,19%,?,-24%,19%,/,-22
CCOC(=O)C(C(C)=O)C(c1ccc(OCCC(C)C)cc1)C(C(C)=O)C(=O)OCC (stereo not drawn),3%,3%,?,-8%,-17%,i,-19%,6,4
COc1cccc(N2CCN(C(=O)CCNS(=O)(=O)c3ccc4c(c3)c(=O)n(C)c(=O)n4C)CC2)c1,-3%,15%,56%[activator],-23%[0.397 µM],-4%,-15%,0%,-1,10
COc1ccc(-c2nn(C)c3sc(C(=O)N4CCOCC4)cc23)cc1OC,1%,25%,74%[activator],12%,15%,-1%[57.5 µM],0%,9,1
CCCC/C(C)=N/NC(=O)Nc1ccccc1,4%,-12%,1%,2%,-10%,i,-2%,-2,3
CN(C)c1ccc(C(=S)N2CCN(C(=S)Nc3ccc(Cl)cc3)CC2)cc1,-3%,4%,?,0%,-10%,-17%,-14%,-15,-4
CC(C)(C)OC(=O)C[C@@H]1C/C=C\C[C@H](CC(=O)N(CCO)Cc2ccccc2)C(=O)NC[C@@H](c2ccccc2)OC1=O,-7%,5%,8%,-10%,4%,?,24%,-96*,-42
CCNCc1ccc(OCc2ccccc2F)c(OC)c1,-6%,6%,-18%,10%,7%,i,-16%,11,2
CCN(CC)C(=O)Cn1nnc2sc(-c3ccccc3)cc2c1=O,/,/,-7%,0%,0%,-10%,0%,/,14
COc1ccc(NC(=O)ON=C2c3ccccc3-c3ccccc32)cc1,1%,2%,-17%,?,3%,-5%,-32%,-23,2
Cc1ccc(C(CC(=O)NCc2ccco2)c2ccc(OC(C)C)cc2)cc1 (stereo not drawn),-15%,0%,?,0%,-11%,-23%,?,21,11
COc1ccc(C2C(C(=O)NCC3CCCO3)c3cc(OC)c(OC)cc3C(=O)N2C)cc1OC (stereo not drawn),3%,-6%,-2%,9%,-13%,i,13%,8,0
CCOC(=O)c1nnn2c1nc(SCC(C)=O)c1ccccc12,4%,3%,67%[activator],12%,4%,i,-4%,10,6
O=C(Nc1ccc2c(c1)CCC2)c1cccc(S(=O)(=O)N2CCN(c3ccc(F)cc3)CC2)c1,3%,-36%[inhibitor],?,-3%,-1%,-5%[57.5 µM],3%,?,4

# One compound at a time, as listed above.
# `CN(C)c1ccc(C(=S)N2CCN(C(=S)Nc3ccc(Cl)cc3)CC2)cc1` across the screens: aSyn yeast inh: -3%; GLP-1R agonist: 4%; GLP1R inv ag: ?; TDP43 rescue: 0%; GLP1R cytotox: -10%; PTHR1 agonist: -17%; KB-V1 MDR tox: -14%; D3 antag: -15; DRD3 agonist: -4
# `CCCC/C(C)=N/NC(=O)Nc1ccccc1` across the screens: aSyn yeast inh: 4%; GLP-1R agonist: -12%; GLP1R inv ag: 1%; TDP43 rescue: 2%; GLP1R cytotox: -10%; PTHR1 agonist: i; KB-V1 MDR tox: -2%; D3 antag: -2; DRD3 agonist: 3

# Next section
SMILES,aSyn yeast inh,GLP-1R agonist,GLP1R inv ag,TDP43 rescue,GLP1R cytotox,PTHR1 agonist,KB-V1 MDR tox,D3 antag,DRD3 agonist
COc1ccc(-c2nn3c(=O)cc(CN4CCN(C(=O)/C=C/c5ccccc5)CC4)nc3s2)cc1,/,/,18%,13%,-1%,-17%,18%,/,6
Cc1cc(C)cc(N(C(=O)c2ccco2)C(C(=O)NC2CCCC2)c2ccncc2)c1 (stereo not drawn),-5%,6%,-7%,-10%,7%,-22%,?,13,-11
O=C(Nc1cccc(C(F)(F)F)c1)C1CCN(S(=O)(=O)c2cnc[nH]2)CC1,4%,-6%,?,12%,-21%,-19%,1%,13,-1
CN(C)CCN(C(=O)c1ccco1)c1nc2cc3c(cc2s1)OCCO3,10%,-3%,12%,10%,8%,i,-20%,2,-9
CC(C)N(C)Cc1cn(C)nc1-c1ccc(Oc2ccccc2)cc1,0%,11%,?,13%,-3%,-20%,?,?,2
Cc1cccc(N(CC(=O)N2CCN(c3ccccc3F)CC2)S(C)(=O)=O)c1,10%,0%,-17%,-3%,8%,9%,-7%,-5,-4
Nc1ncnc2c1ncn2Cc1ccccc1,1%,18%,7%,9%,-3%,-7%,7%,13,1
CCOc1ccc(CCN2C(=O)C(=O)N([C@@H](Cc3ccccc3)CN3CCC[C@H]3CN3C(=O)C(=O)NC[C@@H]3Cc3ccc(O)cc3)C[C@@H]2CC(C)C)cc1,0%,5%,-23%,-7%,-2%,-7%,-1%,0,-13
CCOC(=O)[C@@H]1[C@H]2COc3cc(OC)ccc3[C@@H]2N2C(=O)N(c3ccc(OC)cc3)C(=O)[C@@]12C,-1%,1%,6%,0%,2%,i,22%,34,0
CCSc1nnc(NC(=O)C2CCCCC2)s1,0%,14%,8%,27%,-11%,-1%,?,-4,-4
Nc1nonc1-c1noc(N2CCOCC2)n1,-5%,1%,21%,-6%,-14%,-31%[inhibitor][57.5 µM],-8%,-17,-15
CSc1ccc(/C=C(/NC(=O)c2ccc(C)cc2)C(=O)Nc2cccc(C)c2)cc1,0%,0%,21%,19%,70%[activator],9%,29%,5,3
Nc1[nH]c(C(=O)c2ccccc2)c(-c2ccccc2Br)c1C(=O)c1ccccc1,-3%,6%,27%,29%,5%,-16%,?,-9,3
COc1ccc(C(=O)OCC(=O)N(C)C2CCS(=O)(=O)C2)cc1Br (stereo not drawn),2%,8%,2%,10%,7%,0%,-9%,18,0
CSCCC(NC(=O)c1ccccc1Cl)C(=O)N1CCCCC1 (stereo not drawn),-12%,-3%,10%,12%,1%,-2%,0%,-20,0
CCOc1cccc(/C=N/NC(=O)c2cccnc2)c1O,7%,7%,?,-3%,?,-2%,?,11,5
O=C(C1CC=CCC1)N1CCN(S(=O)(=O)c2ccc(F)cc2)CC1 (stereo not drawn),-5%,7%,13%,-9%,-4%,-7%,-21%,-29,-13
COc1cccc(-c2sc3ccc(OC)cc3c2C#CCCO)c1,-8%,25%,-17%,?,2%,13%,1%,10,1
COc1cccc(/C=N/NC(=O)C(=O)NCc2cccnc2)c1OC,2%,6%,9%,17%,14%,i,8%,5,3
COc1ccccc1CCNC(=O)C(=O)Nc1cc2c3c(c1)C(C)C(=O)N3CCC2 (stereo not drawn),11%,3%,-31%,-5%,-1%,i,?,16,-1
Brc1ccc2[nH]ncc2c1,0%,-1%,9%,8%,-14%,-27%[57.5 µM],9%,-7,1
Cc1ccc(SC[C@H](CC(C)C)N2CCN(CCc3ccccc3)CCC2=O)cc1,2%,15%,?,5%,-38%,-55%[inhibitor],0%,-11,-28
COc1cc2c(C(=O)NCCCOC(C)C)cn(CC(C)C)c(=O)c2cc1OC,0%,-2%,19%,-1%,-23%,i,-11%,11,0
O=C(COC(=O)c1ccccc1NCCO)Nc1cc(C(F)(F)F)ccc1N1CCOCC1,13%,32%,-24%,4%,4%,-21%,-12%,-3,3
COc1ccc([N+](=O)[O-])cc1NC(=O)c1ccc(-n2nc(C)cc2C)cc1,0%,0%,2%,12%,-9%,-16%,1%,15,3
COc1ccc(/C=N\Nc2ccccn2)c(OC)c1,-5%,2%,-9%,15%,-13%,-17%,0%,11,3
COc1ccc(NC(=O)CSc2nc3[nH]ncc3c(=O)[nH]2)cc1OC,5%,-1%,9%,12%,-1%,i,19%,6,9
CCN1CCN(C(=O)C2CCC(CNS(=O)(=O)c3ccccc3)CC2)CC1 (stereo not drawn),-7%,1%,?,-9%,5%,i,-16%,4,-6
COc1ccc2c(c1)NC(c1cccnc1)=NC(c1ccc(F)cc1)=N2,/,/,4%,33%,-11%,i,-7%,/,-2
O=C(Nc1ccccc1)N(Cc1ccccc1)CC(O)C(F)(F)F (stereo not drawn),5%,-7%,-2%,7%,-19%,i,-13%,47,3
CC(C)CC1(C(=O)O)NC(c2ccccc2O)C2C(=O)N(C(C)C)C(=O)C21 (stereo not drawn),0%,0%,12%,7%,?,-31%[inhibitor],6%,11,-2
Cc1ccnc(SCc2cc(=O)c(OC(=O)c3ccc(S(=O)(=O)N4CCCC4)cc3)co2)n1,6%,-13%,0%,-57%[inhibitor],6%[1.53 µM],0%,2%,11,7
O=C(Nc1ccc(F)cc1Cl)c1cnc(N2CCOCC2)c2ccccc12,/,/,19%,?,26%,i,10%,/,6
CC(C)C[C@@H](CO)N1CCN(CCCc2ccccc2)CCC1=O,-9%,2%,-1%,22%,19%,i,6%,9,1
Cc1ccc(NC(=O)CN(C)C(=O)COC(=O)COc2ccc(C#N)cc2)cc1,-2%,1%,5%,7%,-1%,-11%,?,-13,-5
COc1ccccc1NC(=O)C(Cc1ccccc1)NS(=O)(=O)c1ccc2c(c1)c(=O)n(C)c(=O)n2C (stereo not drawn),/,0%,-6%,3%,4%,-29%,9%,/,-19

# Screening data deposited in PubChem by National Center for Advancing Translational Sciences (NCATS).

# Only part of the results is shown (hit frequency here may not be typical).
